Source: PubChem BioAssay (several laboratories)
HTR2A ag: agonists of mouse serotonin 5-HT2A receptor (HTR2A); P35363; CHO-K1 mHTR2A beta-arrestin complementation, luminescence; percent of 30 µM serotonin response; activation, % at 7.6 µM; hit rate 0.66% among 360,000;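 active = activation above a run cutoff, the mean activation of all tested compounds plus 3 SD, cut at about 14% in these data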;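 also: 0% = plate median of compound wells and 100% = 30 µM serotonin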
N-glyco inh: N-linked glycosylation inhibition; D54 ERlucT glycosylation luciferase reporter, 24 h; percent of 100 nM tunicamycin response; reporter increase, % at 12.5 µM; hit rate 0.23% among 360,000; AID 588692;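 active = mean luciferase reporter signal, scaled so untreated is 0 and the glycosylation-blocking control 100, at or above a set limit in every replicate; inconclusive = mean reaches the limit but not every replicate does; inactive = mean below the limit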;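 also: luciferase carries N-glycosylation sites so blocking glycosylation raises the light; 0% = median of neutral control wells and 100% = median of 100 nM tunicamycin wells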
CaV13 FRET inh: Disruptors of the CACNA1D IQ motif to Ca2+-dependent inactivation inhibitor domain association, primary screening, Förster resonance energy transfer in intact living …. HEK cells, CFP/YFP FRET ICDI-IQ, plate reader, 10 min; percent FRET-ratio fall versus neutral wells. inhibition, % at 12.3 µM. hit rate 0.098% among 340,000. AID 743397;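 active = mean replicate inhibition of at least 30% and at least 1% of replicates passing that level; inconclusive = only one of the two criteria is met; inactive = neither criterion is met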;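 also: 0% = median of the neutral control wells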
hiPSC survival: enhancers of human iPSC single-cell survival | hiPSC single-cell survival, ATPlite luminescence; 100% = ROCK inhibitor wells, 0% = DMSO | survival enhancement, % at 20 µM | hit rate 0.044% among 360,000 | AID 602274; in the data active = survival enhancement above about 18%;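 also: cells exposed to compounds for 16 hours before the ATP read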
ABCB6 inh 2: inhibitors of human ABC transporter ABCB6; K562-ABCB6 porphyrin accumulation, flow cytometry, 1 h; active compounds read low; fluorescence ratio to DMSO, % at 10 µM; hit rate 0.19% among 360,000; AID 602162;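 active = fluorescence ratio to DMSO below 75%, the collection mean minus 3 SD; inconclusive = too few cells collected in the well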;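 also: signal is porphyrin accumulated inside mitochondria; 100% equals median channel fluorescence of DMSO control wells; lower ratio means ABCB6 inhibition with less porphyrin fluorescence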
Target sequence (Q9NP58 whole entry, looked up): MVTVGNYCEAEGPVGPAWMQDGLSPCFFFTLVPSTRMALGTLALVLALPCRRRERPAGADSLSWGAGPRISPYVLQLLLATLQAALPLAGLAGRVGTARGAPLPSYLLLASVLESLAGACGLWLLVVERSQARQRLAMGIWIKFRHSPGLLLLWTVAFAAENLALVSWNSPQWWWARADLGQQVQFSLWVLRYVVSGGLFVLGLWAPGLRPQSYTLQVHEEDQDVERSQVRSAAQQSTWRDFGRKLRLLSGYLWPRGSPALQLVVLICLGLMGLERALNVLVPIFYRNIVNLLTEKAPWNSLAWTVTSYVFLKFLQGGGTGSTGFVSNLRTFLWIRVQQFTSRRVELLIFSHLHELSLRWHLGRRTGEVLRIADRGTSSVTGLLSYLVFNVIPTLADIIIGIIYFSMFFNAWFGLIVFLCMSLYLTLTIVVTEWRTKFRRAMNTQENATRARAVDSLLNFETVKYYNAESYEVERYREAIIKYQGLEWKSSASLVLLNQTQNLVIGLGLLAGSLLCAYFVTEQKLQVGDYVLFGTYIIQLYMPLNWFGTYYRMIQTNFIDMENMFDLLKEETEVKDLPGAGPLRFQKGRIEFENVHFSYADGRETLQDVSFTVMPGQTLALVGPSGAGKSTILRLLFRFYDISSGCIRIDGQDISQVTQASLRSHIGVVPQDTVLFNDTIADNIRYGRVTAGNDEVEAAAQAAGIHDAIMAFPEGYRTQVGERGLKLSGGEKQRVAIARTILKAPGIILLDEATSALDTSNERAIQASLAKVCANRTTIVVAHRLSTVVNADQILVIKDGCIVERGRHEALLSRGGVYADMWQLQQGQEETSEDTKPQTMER
Cardio protect: modulators protecting cardiomyocytes from myocardial damage; H9c2 cardiomyocytes, H2O2 injury protection, ATPLite, 2 h; protection from H2O2 cell death, % at 20 µM; hit rate 0.63% among 360,000; AID 588492;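 active = compounds giving at least 50% protection of heart cells from peroxide-induced death in the single-dose screen, raw or plate-pattern-corrected value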;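 also: 0% = DMSO wells with peroxide and 100% = DMSO wells without peroxide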
Vif imaging: HIV Vif inhibition; HEK293T cells, Vif self-association by quenched fluorescence, imaging, 24 h; hit rate 0.35% among 340,000; AID 602346; inhibition, % at 7.49 µM; in the data active = inhibition above about 50%, passing the limit was not always enough; inconclusive = no clear call, values can overlap the other calls; inactive = below about 31%; also: some results filed as inactive read as strong as hits
PDI turbidity: inhibitors of human protein disulfide isomerase; P07237; PDI insulin aggregation turbidity, A650, 90 min; inhibition, % at 10 µM; hit rate 0.052% among 350,000; AID 588391;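 active = mean inhibition across replicates of 30% or more, whatever share of single replicates reach that level; inconclusive = mean inhibition below 30% while every single replicate reaches 30%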;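 also: absorbance from insulin aggregation driven by PDI reduction with DTT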
aDG glyco up: alpha-DG glycosylation activation; AID 624168; Pro5-aDG cells, alpha-DG glycosylation AlphaScreen (IIH6); 0% Pro5, 100% B10-LARGE cell signal; hit rate 0.22% among 360,000; activation, % at 10 µM;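 active = activation of at least 8% versus controls, or a plate z-score of at least 8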;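 also: Pro5 are CHO cells carrying HIG-tagged alpha-DG that lacks glycosylation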
Exocytosis inh: lytic granule exocytosis inhibition; TALL-104 LAMP-1 surface exposure, flow cytometry; cells stimulated with thapsigargin and PMA; inhibition, % at 10 µM; hit rate 0.66% among 360,000; AID 651702;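 active = inhibition above about 55%, limit read from the data; inconclusive = no clear call, values can overlap the other calls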
* = called active by the depositor; ? = inconclusive; . = no result given; & = joins results of further samples.

SMILES	HTR2A ag	N-glyco inh	CaV13 FRET inh	hiPSC survival	ABCB6 inh 2	Cardio protect	Vif imaging	PDI turbidity	aDG glyco up	Exocytosis inh
COc1ccc(C2/C=C\CC(NC(=O)OCC3c4ccccc4-c4ccccc43)CC(=O)N2Cc2ccccc2F)cc1 (stereo not given)	-5	-4	.	-1.9	94	-6	-3	-1	0.1	-1
Cc1cccc(S(=O)(=O)c2c(N)n(Cc3ccco3)c3nc4ccccc4nc23)c1	-1	-6	-5	0.9	100	-4	-10	2	21*	32
CCc1nc2c(OCc3ccccc3C)cccn2c1N(C)C(=O)C1CC1	0	4	-5	-3.0	100	-2	-8	6	2.1	-10
ClCCn1c(CCl)nc2ccc(Cl)cc21	6	-2	-5	1.6	104	4	-5	2	-0.1	-4
Cc1cc(NC(=O)COC(=O)CCS(=O)(=O)c2ccc(C)c(C)c2)no1	-2	1	-4	2.3	105	-1	-12	3	0.0	2
Cn1c(NCCN2CCCC2)nc2cc(-c3cccc(C(F)(F)F)c3)sc2c1=O	-5	-1	.	-1.1	93	-18	1	6	3.6	8
CN(Cc1ccc(Cl)c(Cl)c1)C(=O)c1cccc(S(=O)(=O)N2CCN(Cc3ccccc3)CC2)c1	-1	-7	-6	0.2	96	-17	-13	9	0.5	-6
Cc1cccc(N)c1-c1c(C)cccc1N	3	1	-3	-0.4	105	0	2	-4	-0.4	-1
CC(C)(C(=O)c1ccccc1)/[N+]([O-])=C/c1ccc(F)cc1	4	1	-8	3.1	104	-1	.	15	-0.2	-2
CS(=O)(=O)N(CC(=O)Nc1ccccc1)c1cccc(Cl)c1Cl	-3	-2	-4	-0.9	103	-5	10	-5	-0.4	-2
Cc1cc(NC(=O)C(C)SCC(=O)N(C)Cc2c(F)cccc2Cl)no1 (stereo not given)	3	-4	-6	-0.3	90	8	-7	-16	0.2	-1
C[C@@H]1CN([C@H](C)CO)C(=O)CCCn2nncc2CO[C@H]1CN(C)S(C)(=O)=O	10	3	-3	3.9	100	3	-1	4	0.6	-4
CN1CCN(c2ccc(S(=O)(=O)N3CCCCC3)cc2NC(=O)CSC(C)(C)C)CC1	-2	0	-7	4.4	99	7	3	-3	-0.3	-3
Cc1ccc2nc(-c3ccc(S(=O)(=O)N4CCCCC4)cc3)cn2c1	-7	-3	-6	-1.1	98	-2	-5	-1	0.0	-4
O=C(Nc1ccc2c(c1)ncn2-c1ccccc1)c1ccco1	1	2	-3	-1.1	92	-9	?	9	0.0	0
CCOC(=O)Nc1cc(NC(=O)OCC)c(C)nc1C	1	1	-17	-0.7	94	2	-3	-3	0.1	-1
CCN(CC)CCOC(=O)c1ccc(NC(=O)C(C)NC(=O)C23CC4CC(CC(C4)C2)C3)cc1 (stereo not given)	-3	-5	-6	1.0	98	1	1	0	0.2	3
Cc1cc(=O)oc2c(C)c(OCC(=O)N3CCN(c4cccc(Cl)c4)CC3)ccc12	-4	1	-5	-0.5	95	4	-3	1	0.5	-2
CCCc1nc2c(=O)n(C)c(=O)nc-2n(C)n1	3	-20	2	0.3	104	-32	3	160*	0.0	20
CN(Cc1nc(-c2ccccc2)no1)C(=O)c1ccco1	16*	2	-8	-0.1	97	0	7	-1	-0.1	-19
CCOC(=O)c1cc2c(=O)[nH]ccc2nc1C(F)(F)F	-3	1	-5	-0.1	96	11	-7	2	-0.1	0
Cc1ccc2nc(SCC(=O)N(CC(C)C)c3c(N)n(Cc4ccccc4)c(=O)[nH]c3=O)[nH]c2c1	-3	0	-17	1.0	97	-1	0	4	1.0	3
CCOC(=O)c1ccc(N=C2SC(C(=O)Nc3ccc(C(=O)O)cc3)CC(=O)N2Cc2cccs2)cc1 (stereo not given)	0	1	-6	-0.5	99	-6	1	0	0.7	-1
Cn1c(CC(=O)Nc2ccc(Cl)cc2)nnc1SCC(=O)N1CCOCC1	1	-1	-5	-0.2	97	-4	-4	3	0.1	1
CC(=O)c1ccc(N2CCN(C(=O)c3cccc(Oc4ccccc4)c3)CC2)cc1	4	23	1	0.5	94	-16	-12	3	3.6	1
Cn1c(CSc2ncn[nH]2)nc2ccccc21	-5	0	-5	4.8	115	-2	2	-10	-0.2	1
CC(=O)c1cc(C(C)=O)c(C)nc1C	-3	-2	-4	1.6	99	4	6	0	0.0	11
Nc1nnc(SCC(=O)Nc2cc(C(F)(F)F)ccc2N2CCOCC2)s1	1	2	-9	-1.8	97	-4	-9	17	-0.2	5
Cc1ccc2nc3ccc(N4CCCCCCC4)nn3c(=O)c2c1	0	6	-4	-2.2	98	-4	-6	1	0.1	0
COCc1nnc(NC(=O)C2CC(=O)N(c3ccc(C)c(Cl)c3)C2)s1 (stereo not given)	-10	1	-2	-0.1	88	3	-1	1	0.3	0
CCN(CC)C1=CC(=[N+]2CCCC2)CC(C)(C)C1	-1	3	-3	-1.4	67*	-11	-7	-2	0.1	-1
Cc1c(-c2ccc(OCCN3CCOCC3)cc2)c(=O)oc2ccc3ccccc3c12	1	2	-3	-2.9	105	14	-1	6	-0.1	1
COc1cc2ncnc(NCc3ccccc3C)c2cc1OC	-5	-2	-2	-0.6	102	2	0	-3	0.6	-3
CCOc1ccc2nc(NC(=O)C34CC5CC(CC(NC(C)=O)(C5)C3)C4)sc2c1	0	-3	-10	-0.4	94	12	-12	1	0.6	4
COCCNC(=S)NC(=O)c1ccc(C(C)(C)C)cc1	1	-6	-4	-0.7	97	-7	2	6	0.1	-2
O=C(NC(=S)Nc1ccc(S(=O)(=O)Nc2nccs2)cc1)c1ccc(F)cc1	-4	1	-4	-2.1	105	2	-5	5	-0.3	0
COc1ccc(C2C3=C(CC(C)(C)CC3=O)Oc3ncn(CC(C)C)c(=N)c32)cc1 (stereo not given)	1	-1	-6	-0.9	104	22	?	-4	0.1	0
CCc1ccc(OCC(=O)N2CCN(c3ccccn3)CC2)c(Br)c1	-9	0	.	-0.1	96	15	7	2	0.2	-8
CC1CC(=O)C2=C(C1)Nc1ccccc1SC2c1ccc(F)cc1 (stereo not given)	0	0	-4	-0.5	99	-4	-2	-7	0.2	-3
O=C(O)CSc1nnc(-c2cccc(S(=O)(=O)N3CCOCC3)c2)n1-c1cccc(Cl)c1	7	-1	7	-0.2	94	-4	-3	-10	0.0	0
CC(=O)NCCc1nc2cc(NC(=O)c3ccccc3C)ccc2n1C	0	1	-5	-0.2	97	-3	-5	1	0.2	-4
CSc1ccc2c(c1)C(N1CCN(C)CC1)Cc1ccccc1S2 (stereo not given)	-8&-15	2&2	-5&-4	-0.1&-0.6	98&96	19&6	-5&-1	6&-2	0.0&0.5	21&42
CN(C(=O)CSc1nncn1-c1ccccc1)c1ccccc1	2	2	-5	0.2	96	1	19	-4	-0.2	-6
CCOC(=O)c1cc2c(ccn2C)n1Cc1cc(C)ccc1C	-1	-4	-5	-2.2	96	-8	.	1	0.0	0
COc1ccc(S(=O)(=O)N(C)CC(=O)NC2CCCC2)cc1Cl	-2	0	.	1.5	92	-3	2	1	-0.2	0
NNC(=O)c1cccc(COc2cccc(Br)c2)c1	-9	1	-4	6.1	110	4	8	-6	-0.2	-1
Nc1nc(-c2ccc3c(c2)CCCC3)c(CC(=O)O)s1	-1	1	-7	-0.3	107	4	-13	2	0.0	-13
O=S(=O)(O)c1cc(OS(=O)(=O)c2ccccc2)cc2ccccc12	4	0	-4	-0.9	88	1	-5	3	-0.2	-3
CN(CC(=O)Nc1ccc(S(N)(=O)=O)cc1)Cc1ccccc1F	-6	0	-4	-0.9	95	5	3	7	0.9	-5
COc1ccc(NC(=O)N(CCN2CCCC2)Cc2cc3cc(OC)c(OC)cc3[nH]c2=O)cc1	0	-3	-5	1.6	105	4	15	1	-0.3	-5
O=C(CN(Cc1cccs1)C(=O)CSc1nnc(COc2ccccc2)o1)NC1CCCC1	0	-2	.	-1.2	100	2	-4	-6	0.0	1
O=C(CN1C(=O)NC2(CCCC2)C1=O)N1CCN(S(=O)(=O)c2ccccc2F)CC1	2	-1	-2	-0.3	99	7	-2	1	0.0	-5
Clc1ccc(C=NN2CCCCCC2)cc1	-2	-2	-17	-2.8	106	-4	20	1	-0.1	-10
COc1ccc(CCNC(=O)C(=O)NCC2OCCN2S(=O)(=O)c2ccccc2)cc1 (stereo not given)	1	0	-3	-2.3	96	5	-1	.	-0.1	-12
O=C(CN1CCN(c2ccccc2O)CC1)Nc1cc(S(=O)(=O)N2CCCC2)ccc1Cl	-4	-4	-5	0.2	89	-7	0	0	0.1	6
Cc1nn(Cc2ccc(C(=O)N3N=C(C(F)F)CC3(O)C(F)F)o2)c(C)c1[N+](=O)[O-] (stereo not given)	-1	-3	-5	-2.0	96	13	-3	1	0.2	-4
CN(C(=O)COc1ncnc2ccc(Br)cc12)C1CCCCC1	-3	2	-5	4.5	96	2	7	1	0.0	2
CCCC(c1nnnn1C(C)(C)CC)N1CCN(C(=O)c2ccco2)CC1 (stereo not given)	3	1	-7	-0.6	97	-2	14	-15	0.1	-4
CC(=O)c1ccc(-n2ccc(=O)cc2)cc1	4	4	-4	-0.6	98	0	4	-4	0.0	-5
Cc1ccc(S(=O)(=O)N2C[C@H]3C(=O)C[C@@H](c4ccc(Cl)cc4)N(S(=O)(=O)c4ccccc4C)[C@H]3C[C@H]2c2ccccc2)cc1	3	-7	-6	0.2	98	-3	-3	17	-0.2	7
(further entries)
SMILES	HTR2A ag	N-glyco inh	CaV13 FRET inh	hiPSC survival	ABCB6 inh 2	Cardio protect	Vif imaging	PDI turbidity	aDG glyco up	Exocytosis inh
Cc1ccc(S(=O)(=O)c2cnc(-c3ccccc3)nc2N2CCCCC2)cc1	5	-1	-5	3.3	91	-24	-3	-1	-0.2	-3
CC(NC(=O)Nn1cnnc1)(C(F)(F)F)C(F)(F)F	3	3	-8	1.9	100	0	-3	-6	0.2	2
CCN(CC)c1ccc(C(=O)n2cnc3ccccc32)cc1	1	21	.	5.7	97	-18	0	-4	0.1	0
CCOc1ccc(NC(=S)NC(=O)/C=C/c2ccc(C)cc2)c([N+](=O)[O-])c1	2	20	.	-2.9	94	-13	5	4	-0.4	1
COc1cc(OC)c2c(c1)O/C(=C\c1ccccc1)C2=O	5	4	-5	-0.6	100	8	33	0	-0.2	20
O=C(CSc1ccccc1)N1CCc2ccccc21	4	-2	-5	-0.4	92	-13	17	-4	0.2	-2
COc1ccc(C2=NOC(C(=O)NCc3ccc(F)cc3)C2)cc1 (stereo not given)	-6	?	-9	-1.5	98	-3	.	-2	-0.2	6
Cc1cc(C)nc(NC(=O)c2ccccc2O)n1	4	0	-19	-0.5	100	0	-12	-4	0.0	1
Cc1ccc(NC(=O)c2ccc(S(=O)(=O)N3CCC(C)CC3)cc2)cc1	-7	-2	-4	-1.4	95	-10	-4	-3	0.2	2
CCc1nnc(SCc2ccc(OC(C)C)cc2)n1N	1	4	0	-6.0	104	-3	9	2	-0.1	0
